High-throughput results: PubChem, several laboratories
FadD28 binding: M. tuberculosis FadD28 bisubstrate binding inhibition | FadD28 bisubstrate probe binding, fluorescence polarization | inhibition, % at 12.5 µM | 360,000 tested, 0.22% active | AID 588549; in the data active means inhibition above about 8.5%, passing the limit was not always enough
UGM FP inh: blocks M. tuberculosis UGM enzyme. AID 504406. 320,000 tested, 0.06% active. inhibition, % at 10 µM. purified UGM, fluorescence polarization probe displacement. P9WIQ1; in the data active means inhibition above about 10%, passing the limit was not always enough
Anthrax LF prot: anthrax lethal factor protease inhibition; multiplex microsphere protease cleavage assay, LF; inhibition, % at 10 µM; 360,000 tested, 0.12% active; AID 588501; further: plate controls were buffer without enzyme for full effect and enzyme alone for no effect
Target sequence (P15917 whole entry, looked up): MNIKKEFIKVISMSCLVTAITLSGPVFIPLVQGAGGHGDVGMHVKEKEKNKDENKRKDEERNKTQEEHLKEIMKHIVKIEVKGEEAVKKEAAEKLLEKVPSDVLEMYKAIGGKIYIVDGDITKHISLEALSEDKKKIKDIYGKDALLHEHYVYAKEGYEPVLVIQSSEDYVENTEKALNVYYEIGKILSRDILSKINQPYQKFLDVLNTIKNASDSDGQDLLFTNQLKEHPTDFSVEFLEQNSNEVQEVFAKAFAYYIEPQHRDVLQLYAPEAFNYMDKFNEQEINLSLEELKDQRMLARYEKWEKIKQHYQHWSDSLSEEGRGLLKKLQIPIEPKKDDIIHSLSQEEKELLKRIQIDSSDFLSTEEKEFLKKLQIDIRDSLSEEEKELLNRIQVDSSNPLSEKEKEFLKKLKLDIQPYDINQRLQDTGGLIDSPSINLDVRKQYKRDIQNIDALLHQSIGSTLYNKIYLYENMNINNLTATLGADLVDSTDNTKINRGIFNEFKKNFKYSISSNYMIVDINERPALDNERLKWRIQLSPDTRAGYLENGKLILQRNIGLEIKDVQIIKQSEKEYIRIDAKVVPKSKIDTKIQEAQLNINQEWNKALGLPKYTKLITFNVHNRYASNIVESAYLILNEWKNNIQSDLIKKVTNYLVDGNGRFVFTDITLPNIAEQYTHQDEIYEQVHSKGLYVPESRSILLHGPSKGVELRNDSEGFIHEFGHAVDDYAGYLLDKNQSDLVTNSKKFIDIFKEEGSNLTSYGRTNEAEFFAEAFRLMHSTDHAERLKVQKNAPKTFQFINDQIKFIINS
FBA Mtb inh: inhibitors of M. tuberculosis fructose-bisphosphate aldolase; purified M. tuberculosis FBA, fluorescence read-out; inhibition, % at 1 µM; 360,000 tested, 2.3% active; AID 588726; in the data active means inhibition above about 27%;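 further: 0% = vehicle and 100% = reference inhibitor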
PfHsp40 rescue: compounds rescuing yeast from Plasmodium falciparum HSP40 toxicity | AID 504582 | growth rescue, % at 12.5 µM | 340,000 tested, 0.68% active | S. cerevisiae expressing PfHsp40, growth rescue, ATP luminescence; in the data active means growth rescue above about 28%, passing the limit was not always enough;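 further: yeast W303a lacking pdr1 and pdr3 grown in galactose medium; growth measured after three days at 30 °C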
BioA inh: inhibitors of Mycobacterium tuberculosis BioA enzyme; AID 602481; 360,000 tested, 0.096% active; inhibition, % at 9.99 µM; purified M. tuberculosis BioA enzyme, plate reader; in the data active means inhibition above about 40%
BoNT-F LC inh: blocks Botulinum neurotoxin F light chain protease; inhibition, % at 10 µM; AID 588497; Multiplex microsphere protease cleavage assay, flow cytometry; 360,000 tested, 0.22% active; in the data active means inhibition above about 35%, passing the limit was not always enough; further: plate controls were buffer without enzyme for full effect and enzyme alone for no effect
GDH-TPI inh: inhibits GDH-TPI coupling enzymes, artifact for Mtb FBA screen; GDH-TPI coupled enzyme counterscreen, NADH absorbance; inhibition, % at 4.8 µM; 360,000 tested, 1.2% active; AID 588335; in the data active means inhibition above about 30%;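 further: 0% = DMSO wells and 100% = wells lacking the enzyme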
BoNT-A LC inh2: blocks Botulinum neurotoxin A light chain protease | 360,000 tested, 0.17% active | inhibition, % at 10 µM | multiplex microsphere protease substrate cleavage, flow cytometry | AID 588499; further: plate controls were buffer without enzyme for full effect and enzyme alone for no effect
* = called active by the depositor; x = no result given. Unless noted, no stated cut-off is given here; in the data, active means inhibition above about 30%; inconclusive means no clear call, values can overlap the other calls; inactive means below that.

smiles	FadD28 binding	UGM FP inh	Anthrax LF prot	FBA Mtb inh	PfHsp40 rescue	BioA inh	BoNT-F LC inh	GDH-TPI inh	BoNT-A LC inh2
CC(C)(C)c1ccc(S(=O)(=O)N2CCN(CC(=O)N3CC(=O)Nc4ccccc43)CC2)cc1	-1.6	-0.2	1.5	-1.8	0.8	2.6	-5.0	-0.4	1.9
O=C(Nc1ccc(Cl)cc1)C1CC2CCCC(C1)C2=O (configuration not stated)	0.6	0.7	0.1	-2.3	0.1	-1.0	10.9	9.6	6.4
N#CCSc1nnc(C2CCCCC2)n1Cc1ccccc1	-4.2	-3.0	6.4	-0.1	-1.6	3.2	-4.4	6.4	-0.4
CCN1CCN(CCCN(Cc2ccco2)C(=S)Nc2ccc(C)c(Cl)c2)CC1	-2.7	-0.2	-4.2	-1.0	-0.8	x	0.3	1.2	0.5
O=C1CC(c2ccccc2)CC(O)=C1C=Nc1ccccc1 (configuration not stated)	-1.8	0.9	-8.3	1.2	2.0	x	-4.5	25.2	-0.1
Cc1cccc(CCNC(=O)CNS(=O)(=O)c2ccc3nc(C)sc3c2)c1	-1.0	3.0	3.3	1.4	0.8	-1.7	2.7	-2.6	1.3
C=CCC1(NCc2ccco2)CCN(CC)CC1	-1.4	-0.1	-2.6	-0.3	-0.7	x	-6.1	5.5	0.2
c1ccc(-c2nc(-c3ccco3)cs2)nc1	-0.4	2.6	0.7	0.0	1.6	-0.4	1.2	21.8	0.8
Cc1ccc(S(=O)(=O)N/N=C/c2ccc(O)cc2O)cc1[N+](=O)[O-]	4.1	-1.4	-6.1	2.4	1.6	0.0	0.1	5.3	0.8
CC(C)[C@H](NC(=O)N1CC(=O)Nc2ccccc21)C(=O)N1CCC[C@H]1C(=O)O	-0.6	-0.3	-7.1	1.7	-0.1	1.0	-10.0	0.0	-1.5
COCCn1c(=N)c(C(=O)NCCc2ccc(OC)cc2)cc2c(=O)n3cccc(C)c3nc21	-2.3	-1.2	x	4.7	-0.9	x	x	7.8	x
O=C1CC(C(=O)N2CCCc3ccccc32)CN1c1ccc(F)cc1 (configuration not stated)	-2.8	1.1	1.1	-1.0	0.0	-2.7	-2.1	-3.9	1.5
O=C(CC(CC(=O)c1ccccc1)c1ccco1)c1ccccc1	-1.0	x	-5.5	0.5	x	x	0.8	-2.2	-0.3
CSc1nc2ccccc2n1CC(=O)Nc1ccccc1	-3.2	-0.8	3.4	0.6	-1.8	-1.1	-3.8	-6.4	-0.2
Cc1ccc(-n2nc(-c3ccco3)cc2C(=O)O)cc1	1.9	1.4	-4.6	-1.7	1.2	x	-16.1	9.3	-0.8

Three entries drawn at random from the list so far, as already listed:
smiles	FadD28 binding	UGM FP inh	Anthrax LF prot	FBA Mtb inh	PfHsp40 rescue	BioA inh	BoNT-F LC inh	GDH-TPI inh	BoNT-A LC inh2
C=CCC1(NCc2ccco2)CCN(CC)CC1	-1.4	-0.1	-2.6	-0.3	-0.7	x	-6.1	5.5	0.2
CSc1nc2ccccc2n1CC(=O)Nc1ccccc1	-3.2	-0.8	3.4	0.6	-1.8	-1.1	-3.8	-6.4	-0.2
COCCn1c(=N)c(C(=O)NCCc2ccc(OC)cc2)cc2c(=O)n3cccc(C)c3nc21	-2.3	-1.2	x	4.7	-0.9	x	x	7.8	x

The list goes on.
smiles	FadD28 binding	UGM FP inh	Anthrax LF prot	FBA Mtb inh	PfHsp40 rescue	BioA inh	BoNT-F LC inh	GDH-TPI inh	BoNT-A LC inh2
NC(=O)[C@@H]1CC2(CC(c3cccc(NC(=O)COc4ccc(Cl)cc4)c3)=NO2)CN1C(=O)c1ccccc1 (some centres not stated)	-5.9	2.3	-5.4	0.3	0.7	-0.5	-5.5	2.2	-1.1
COC(=O)CC1C(=O)NCCN1C(=S)Nc1cccc(C)c1 (configuration not stated)	-0.3	-1.1	-10.6	-0.6	-0.4	-1.2	-13.4	-5.1	-2.7
O=C(CCCc1ccccc1)Nc1ccnn1C1CCN(Cc2ccccc2F)CC1	-3.5	1.3	6.6	0.3	1.9	0.5	-3.1	-0.7	2.1
CC(C)c1cccc(OCC(=O)Nc2ccc(S(=O)(=O)Nc3ccccn3)cc2)c1	-2.5	2.7	-2.7	0.6	-1.1	-0.6	3.0	-9.5	-1.1
CCCNC(=O)C1=C(C)C(=O)OC12CCC(C)CC2 (configuration not stated)	-4.4	1.1	-0.6	2.6	0.7	-1.1	-3.5	2.0	-0.1
COc1cccc(-c2csc(/C(C#N)=C/Nc3cc4oc5ccccc5c4cc3OC)n2)c1	1.0	0.4	0.6	2.2	-0.2	x	-1.8	0.6	3.2
COCCNC(=S)N/N=C(\C)c1ccc(OC(F)F)cc1	-0.7	0.1	-9.3	1.4	-1.0	x	2.9	20.6	0.6
OCC[C@H]1C[C@@H](O)[C@H](O)[C@@]2(OCCc3ccccc32)O1	-0.2	1.7	3.4	2.6	-0.6	-1.1	3.8	0.4	-0.4
N#C/C(=C/C1=C(N2CCOCC2)C(=C/c2ccc(Cl)cc2)/CC1)C(=O)Nc1ccccc1F	-0.2	x	-10.8	-4.2	-0.4	-1.7	0.4	0.8	0.1
Cc1c(/C(Cc2ccccc2)=N/O)c2ccccc2n1C	0.5	-2.9	-6.6	-2.9	-1.1	-2.7	1.7	6.9	1.5
CCCSc1nc(N2CCOCC2)c2c(c1C#N)CCCC2	-4.1	-0.6	-1.5	-8.9	3.3	-0.4	-7.9	18.1	0.0
O=C(Nc1ccc(Br)cc1)c1ccc2ncsc2c1	-4.2	-0.1	-2.3	0.1	0.2	8.2	-4.2	7.0	-2.3
CC1(Cc2ccccc2C#N)C(=O)Nc2ccc(-c3ccc4[nH]ccc4c3)cc21 (configuration not stated)	-2.6	x	-8.1	-3.5	x	-1.0	-3.4	3.5	0.1

Already shown: entries from further up.
smiles	FadD28 binding	UGM FP inh	Anthrax LF prot	FBA Mtb inh	PfHsp40 rescue	BioA inh	BoNT-F LC inh	GDH-TPI inh	BoNT-A LC inh2
CC(C)(C)c1ccc(S(=O)(=O)N2CCN(CC(=O)N3CC(=O)Nc4ccccc43)CC2)cc1	-1.6	-0.2	1.5	-1.8	0.8	2.6	-5.0	-0.4	1.9
O=C(Nc1ccc(Cl)cc1)C1CC2CCCC(C1)C2=O (configuration not stated)	0.6	0.7	0.1	-2.3	0.1	-1.0	10.9	9.6	6.4
N#CCSc1nnc(C2CCCCC2)n1Cc1ccccc1	-4.2	-3.0	6.4	-0.1	-1.6	3.2	-4.4	6.4	-0.4
CCN1CCN(CCCN(Cc2ccco2)C(=S)Nc2ccc(C)c(Cl)c2)CC1	-2.7	-0.2	-4.2	-1.0	-0.8	x	0.3	1.2	0.5
O=C1CC(c2ccccc2)CC(O)=C1C=Nc1ccccc1 (configuration not stated)	-1.8	0.9	-8.3	1.2	2.0	x	-4.5	25.2	-0.1
Cc1cccc(CCNC(=O)CNS(=O)(=O)c2ccc3nc(C)sc3c2)c1	-1.0	3.0	3.3	1.4	0.8	-1.7	2.7	-2.6	1.3
